Source: PubChem BioAssay
MsrA inhibitor – bovine MsrA enzyme inhibitors, primary screen, biochemical, absorbance, HTS | inhibition, % at 15.5 µM | 0.75% of 360,000 active | purified bovine MsrA, absorbance read-out | Methionine sulfoxide reductase A (Bos taurus); in the data active means inhibition above about 4.5%;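 further: 0% = vehicle wells with enzyme and 100% = reference inhibitor wells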
DNMT1 block – human DNMT1 methyltransferase inhibitors, primary screen, biochemical, molecular beacon, fluorescence, HinP1I cleavage, uHTS; DNA (cytosine-5)-methyltransferase 1 (Homo sapiens), P26358; inhibition (reported as % activation of signal), % at 10 µM; 0.83% of 360,000 active; AID 588458, 2011; in the data active means inhibition above about 50%
SUMO1 PPI mod – modulators of SUMO1 protein-protein interactions, primary screen, biochemical, uHTS; 0.33% of 360,000 active; AID 602429, 2012; SUMO1 binding to a labelled peptide, TR-FRET, 1 h; Small ubiquitin-related modifier 1 (Homo sapiens), P63165; inhibition, % at 20 µM; in the data active means inhibition above about 37%
Target sequence (P63165 whole entry, looked up): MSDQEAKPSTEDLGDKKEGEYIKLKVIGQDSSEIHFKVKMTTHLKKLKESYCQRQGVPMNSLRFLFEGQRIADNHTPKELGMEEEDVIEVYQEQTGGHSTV
LMPTP inh – LMPTP phosphatase inhibitors, primary screen, biochemical, fluorescence intensity, uHTS; Low molecular weight phosphotyrosine protein phosphatase (Homo sapiens), P24666; recombinant LMPTP-A, OMFP fluorogenic substrate; inhibition, % at 20 µM; 0.22% of 360,000 active;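 active means compounds that cut the enzyme signal by at least half of the control window in the single-dose screen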;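 further: plate controls were DMSO wells with enzyme plus substrate for no effect and substrate without enzyme for full effect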
Target sequence (P24666 whole entry, looked up): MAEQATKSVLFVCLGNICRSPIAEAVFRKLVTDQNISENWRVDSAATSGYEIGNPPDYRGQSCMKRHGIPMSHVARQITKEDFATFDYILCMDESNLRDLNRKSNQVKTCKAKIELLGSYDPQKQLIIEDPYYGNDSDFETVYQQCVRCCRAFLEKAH
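Buffer or medium: Bis-Tris pH 6.0, DTT, detergent; Assay system: LMPTP-A enzyme; Quantity: 0.625 nM enzyme; Detection: endpoint fluorescence intensity; Times: 50 min dark incubation at room temperature; Controls: substrate-only low control, DMSO enzyme-plus-substrate high control; Doses: single 20 µM dose; Read-out: percent inhibition versus substrate-only and uninhibited controls; Reagent: 400 µM OMFP.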
Scp-1 inhibitor – Scp-1 phosphatase inhibitors, primary screen, biochemical, colorimetric, uHTS. Recombinant Scp1, phosphopeptide, malachite green phosphate absorbance. AID 493091, 2011. Carboxy-terminal domain RNA polymerase II polypeptide A small phosphatase 1 (Homo …. inhibition, % at 20 µM. 0.88% of 340,000 active;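 active means inhibition above about 50% at 20 µM, limit read from the data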;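 further: plate controls were DMSO wells with enzyme for no effect and wells lacking enzyme for full effect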
Target sequence (Q9GZU7 76-261 limits assumed): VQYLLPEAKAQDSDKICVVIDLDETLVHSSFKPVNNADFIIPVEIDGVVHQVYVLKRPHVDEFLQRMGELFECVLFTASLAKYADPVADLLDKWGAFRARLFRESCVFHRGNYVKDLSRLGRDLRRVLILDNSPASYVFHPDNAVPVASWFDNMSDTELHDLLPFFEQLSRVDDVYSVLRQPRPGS
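System: truncated SCP-1 phosphatase (76-261aa); medium: Tris acetate buffer pH 5.5 with MgCl2 and Tween-20; incubation: 45 min room-temperature reaction, 5 min colour, 30 min stabiliser; compound: single 20 µM dose, 1% DMSO; reagent: Phosphorylated 17-residue peptide substrate; read-out: % inhibition at 20 µM; technique: colorimetric free-phosphate detection, absorbance 630 nm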
eLon inh – inhibitors of E. coli Lon protease, primary screen, biochemical, fluorescence polarization. P0A9M0. purified E. coli Lon protease. inhibition, % at 7.94 µM. 0.42% of 360,000 active. AID 602123, 2011; in the data active means inhibition above about 13%, passing the limit was not always enough;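 further: 0% = enzyme with probe and DMSO and 100% = no enzyme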
bovine MsrA act – bovine MsrA enzyme activators, primary screen, biochemical, absorbance, HTS. Methionine sulfoxide reductase A (Bos taurus). purified bovine MsrA, absorbance read-out. activation, % at 10.6 µM. 0.3% of 360,000 active. AID 602163, 2012; in the data active means activation above about 7.5%;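 further: 0% = vehicle and 100% = reference activator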
NRP1-CendR mod – modulators of CendR peptide binding to NRP-1, primary screen, biochemical, fluorescence polarization, uHTS | Neuropilin-1 (Homo sapiens), O14786 | FAM-RPARPAR peptide binding to NRP-1 | inhibition, % at 25 µM | 0.85% of 360,000 active;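 active means inhibition or corrected inhibition above about 18%, plus a signal ratio from 0.5 to 1.5, limit read from the data, passing the limit was not always enough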; further: strong numbers were not always called active
TbMetRS inhib – T. brucei MetRS inhibitors, primary screen, biochemical, luminescence | purified T. brucei MetRS, ATP depletion, Kinase-Glo luminescence | 0.4% of 360,000 active | methionyl-tRNA synthetase (Trypanosoma brucei brucei) | inhibition, % at 11.9 µM;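 active means inhibition above a per-plate cutoff of the control wells' mean inhibition plus 3 SD, cut at about 5.5% in these data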;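 further: 0% = DMSO wells median and 100% = median of wells with control inhibitor compound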
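Material: T. brucei methionyl-tRNA synthetase, purified; reagent: substrates ATP, L-methionine and bulk Escherichia coli tRNA; dosing: 11.9 µM single point; timing: 15 min plus 2 h at 25 °C; detection: luminescence of leftover ATP; evaluation: % inhibition; control set: DMSO-only wells as low control; replicates: singlicate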
STEP block – STEP phosphatase inhibitors, primary screen, biochemical, fluorescence intensity, uHTS. recombinant STEP, OMFP fluorogenic substrate. inhibition, % at 20 µM. 0.25% of 360,000 active. AID 588621, 2011;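 active means inhibition at 20 µM, scaled per plate between control wells, above about 37%, limit read from the data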;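 further: 0% = DMSO with enzyme and substrate and 100% = substrate only without enzyme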
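Measure: Control-normalized % inhibition with plate pattern correction | Test system: STEP phosphatase, cell-free reaction | Medium: pH 6.0 Bis-Tris with DTT and Tween 20 | Technique: Fluorescence, 480/540 nm | Times: Reaction 20 min, ambient temperature | Doses: Single compound dose of 20 µM, 1% DMSO final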
* hit, by the source's call; / = no result given; & = joins results of further samples.

SMILES	MsrA inhibitor	DNMT1 block	SUMO1 PPI mod	LMPTP inh	Scp-1 inhibitor	eLon inh	bovine MsrA act	NRP1-CendR mod	TbMetRS inhib	STEP block
CCN(C[C@H]1N[C@@](C)(C(=O)OC)[C@H]2C(=O)N(Cc3ccccc3)C(=O)[C@@H]12)S(=O)(=O)c1ccccc1	0.2	2	7	-1.4	4	0	-3	-4	-0.6	2
CCOC(=O)Cn1nnnc1C(CC)N(Cc1cccs1)Cc1cc2cc(C)ccc2[nH]c1=O (centres undefined)	0.3	1	3	1.6	-10	-5	0	2	5.1	-3
Cc1cccc(C)c1OCC(=O)N1CC2(C)CC1CC(C)(C)C2 (centres undefined)	-0.2	0	-1	0.0	-6	-6	1	6	-0.4	2
Cc1cc(C(=O)C(C)OC(=O)c2ccc(NC(=O)CC#N)cc2)c(C)n1-c1ccccc1 (centres undefined)	-0.4	-11	1	3.9	-9	-3	0	-30	-0.1	0
NC(N)=NS(=O)(=O)c1ccc(NC(=S)NC(=O)/C=C/c2ccco2)cc1	1.4	20	2	35	2	-10	-7	2	0.4	-1
Cc1onc(-c2ccccc2Cl)c1C(=O)Nc1nnc(-c2cccc([N+](=O)[O-])c2)s1	2.6	1	-7	1.5	-14	-6	-9	0	-1.6	1
O=C1CC(c2ccccc2)CC(O)=C1C=NCCN1CCN(C(=S)Nc2cccc(Cl)c2)CC1 (centres undefined)	0.0	-5	-2	-1.5	-5	-4	-1	-7	0.2	2
Fc1ccc(-c2nnc(-n3nnc4ccccc43)c3ccccc23)cc1	0.7	7	-1	5.5	-1	1	3	-12	-0.2	-1
CC(=O)N/C(=C\c1ccccc1)C(=O)OC/C=C/c1ccccc1	0.2	1	-12	1.5	-2	1	-2	1	-0.1	0
COc1ccc(NC(=O)C2CC(c3ccc(Cl)cc3)=NO2)cc1 (centres undefined)	-2.0	2	-3	-1.6	-7	-3	-10	8	-0.8	0
COc1ccccc1NC(=S)NCc1ccc(Cl)cc1	-1.1	-3	0	1.2	-8	-1	-1	2	0.3	16
Cc1ccc(Cc2c(C3CCCCC3)nc3ccc(Br)cn23)cc1	-0.5	10	-3	0.2	/	-9	-4	-1	0.0	-2
CC1=C(C(=O)N2CCCCCC2)CC(CC(=O)NC2CC2)C(=O)N1Cc1ccccc1 (centres undefined)	1.4	8	2	-1.2	/	0	-6	5	-1.1	4
CC(C)(C)c1ccc(-c2csc(NNC3=NCCCCC3)n2)cc1	-0.5	-14	-4	-0.3	2	-2	0	-11	-0.1	-2
COC(=O)C(C)(C)ONC(=O)Nc1ccc(C)cc1	0.0	6	-4	-1.9	-5	3	0	-11	-0.5	-2
FC(F)(F)c1nc(-c2cccs2)ncc1-c1nnnn1-c1ccc(Cl)cc1	-0.6	-4	0	2.0	-14	0	-2	-12	0.0	1
COc1ccccc1C(=O)COC(=O)Cn1nc(C)c([N+](=O)[O-])c1C	0.9	3	-2	-1.2	-9	8	-4	10	0.0	1
Cc1ccc(C(=O)CC(Nc2ccc(F)cc2)c2ccccc2)cc1 (centres undefined)	-0.8	-5	-1	1.7	-9	-8	-2	-4	-0.2	2
Cc1ccc(-c2nnc(SCC#N)n2N)cc1	0.9	0	3	-0.8	-4	-7	1	-4	-1.0	-12
Cc1ccc(NC(=O)/C(=C\c2cccnc2)NC(=O)c2ccccc2)cc1	0.4	0	-10	-0.7	-2	-10	-3	12	0.0	0
Cc1nnc(SCc2cc([N+](=O)[O-])cc3c2OCOC3)[nH]c1=O	0.4	1	-16	0.2	-4	9	-3	13	0.3	-5
CSc1nsc(SCC(=O)Nc2cccc(C(C)=O)c2)n1	-0.1	-2	-1	-0.5	-7	10	0	-11	0.0	0
N#C/C(=C/c1ccc(-c2cc([N+](=O)[O-])ccc2Cl)o1)C(N)=O	0.2	39	39*	34	45	-2	0	-2	-0.5	8
CCOC(=O)c1cc(NC(=O)N2CCOCC2)c(C)nc1C	0.1	1	0	0.7	1	-1	-3	9	-0.3	0
c1coc(CNc2nc3nonc3nc2NCc2ccco2)c1	1.4	-1	1	-0.1	-9	-3	-2	-13	0.9	-1

The final two compounds of the part above lead into the next.
SMILES	MsrA inhibitor	DNMT1 block	SUMO1 PPI mod	LMPTP inh	Scp-1 inhibitor	eLon inh	bovine MsrA act	NRP1-CendR mod	TbMetRS inhib	STEP block
CCOC(=O)c1cc(NC(=O)N2CCOCC2)c(C)nc1C	0.1	1	0	0.7	1	-1	-3	9	-0.3	0
c1coc(CNc2nc3nonc3nc2NCc2ccco2)c1	1.4	-1	1	-0.1	-9	-3	-2	-13	0.9	-1
COCCn1c(SCC(=O)NC(=O)NC2CCCC2)nc2ccccc2c1=O	-1.1	4	-2	-0.3	2	3	-1	-6	-0.4	-1
CC(C)n1cc(/C=N\NC(=O)c2cc3c(ccc4ccccc43)o2)c2ccccc21	0.4	-6	-7	-1.3	-4	8	2	-2	0.5	-3
CCC(=O)N(CCO)Cc1cc2ccc(C)c(C)c2[nH]c1=O	1.9	0	-3	-0.8	3	-1	-4	-17	-1.1	-5
Cc1ccc(C)c(S(=O)(=O)N(C)c2ccc(OC(=O)C3CCN(C(=O)Nc4ccccc4)CC3)cc2)c1	1.6	-10	1	4.2	-14	12	-4	25*	-0.3	0
N#Cc1cnc(SCC(=O)Nc2ccccc2C(F)(F)F)nc1N	-0.2	-3	7	-0.4	-3	-18	-14	-5	-0.2	-5
NC(=S)NN=C1CSSC1	/	-22	-8	1.9	/	-10	15*	-10	-0.4	-1
CCC(C)NC(=O)CSc1nc2ccsc2c(=O)n1-c1ccc(OC)cc1 (centres undefined)	-0.2	-1	0	-0.9	-3	0	0	0	-0.2	-3
O=C(CCc1nnc(CCc2ccccc2)o1)N1CCCC1c1nccs1 (centres undefined)	1.9	-2	1	-1.2	0	4	-3	8	-0.7	4
O=C(NCc1ccc(OC(F)(F)F)cc1)c1cc(-c2ccccc2)nn1CC1CC(c2cccnc2)=NO1 (centres undefined)	-1.1	2	-1	-0.9	7	-2	-5	18	-0.4	1
COC(=O)CCCCC(=O)OC	0.2	0	-1	-0.3	-6	2	-14	-26	-1.0	0
COc1ccc(CNC(C)C(=O)Nc2ccc3ccccc3c2)cc1OC (centres undefined)	0.1	2	-1	-0.8	0	8	-10	3	0.9	-1
O=C(COC(=O)c1cc(-c2ccc(F)cc2)nc2ccccc12)NCC1CCCO1 (centres undefined)	1.4	-3	-21	1.2	-1	2	-2	0	-0.7	-1
Cc1ccc(C(=O)N[C@H](C(=O)N2CCN(c3ccccc3F)CC2)C(C)C)cc1	0.2	3	6	0.9	2	8	-1	13	-0.5	1
CC1CCCCN1Cc1c(O)ccc2c(=O)c(-c3ccccc3)coc12 (centres undefined)	2.6	0	2	-1.8	0	1	-3	4	0.2	0
CC(C(=O)Nc1ccccc1Br)N1c2cccc3cccc(c23)S1(=O)=O (centres undefined)	1.4	-2	-8	1.6	-10	-8	-6	8	0.1	1
C/C(N)=C(/C#N)C(=O)COC(=O)CCSc1ccccc1	0.4&0.6	6&-4	3&6	-0.8&0.3	7&-6	3&-3	-2&3	0&4	-0.1&-1.0	-3&-2
CCc1cccc(C)c1NC(=O)CN(C)Cc1ccccc1F	0.4	0	3	-0.3	1	0	-6	6	-0.4	1

Whole records as entered above:
Shown for `COCCn1c(SCC(=O)NC(=O)NC2CCCC2)nc2ccccc2c1=O` → MsrA inhibitor = -1.1; DNMT1 block = 4; SUMO1 PPI mod = -2; LMPTP inh = -0.3; Scp-1 inhibitor = 2; eLon inh = 3; bovine MsrA act = -1; NRP1-CendR mod = -6; TbMetRS inhib = -0.4; STEP block = -1
Shown for `CC1CCCCN1Cc1c(O)ccc2c(=O)c(-c3ccccc3)coc12` (centres undefined) → MsrA inhibitor = 2.6; DNMT1 block = 0; SUMO1 PPI mod = 2; LMPTP inh = -1.8; Scp-1 inhibitor = 0; eLon inh = 1; bovine MsrA act = -3; NRP1-CendR mod = 4; TbMetRS inhib = 0.2; STEP block = 0
